IDH1 R132H inh = human IDH1 R132H inhibition; IDH1-R132H enzyme, NADPH consumption, diaphorase/resazurin fluorescence; Potency, µM (top dose mostly 76.6 µM), without a hit: top-dose activity change, negative = inhibition, most hits filed as inhibitors; 0.093% of 390,000 active; also: potency is read from the fitted curve at half-maximal effect; % is scaled to controls: 0 for no effect and ±100 for the full control effect; nearly all actives have a fitted effect of over 65% in size
Target sequence (O75874 whole entry R132H, stated change not applied): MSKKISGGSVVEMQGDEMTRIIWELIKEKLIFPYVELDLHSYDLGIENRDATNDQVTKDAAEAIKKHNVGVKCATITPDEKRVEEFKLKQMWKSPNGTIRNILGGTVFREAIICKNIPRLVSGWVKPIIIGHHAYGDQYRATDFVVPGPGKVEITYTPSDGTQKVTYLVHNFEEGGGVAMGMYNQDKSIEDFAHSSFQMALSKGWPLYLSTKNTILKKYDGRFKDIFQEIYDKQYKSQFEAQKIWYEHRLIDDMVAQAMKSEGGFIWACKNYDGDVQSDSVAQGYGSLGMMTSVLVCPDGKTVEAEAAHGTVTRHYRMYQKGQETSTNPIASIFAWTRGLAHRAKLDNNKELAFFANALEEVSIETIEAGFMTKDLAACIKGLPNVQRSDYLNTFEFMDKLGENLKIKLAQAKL
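IDH1-R132H (0.5 ug/mL dispensed) in pH 7.5 Tris buffer was preincubated 30 min with compound, then given a substrate mix of 0.016 mM NADPH and 2 mM alpha-KG for 80 min at room temperature; remaining NADPH was read by diaphorase/resazurin fluorescence.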
PI4K2A inh = PI4K2A (human) kinase inhibition; purified PI4K2A, ADP-Glo luminescence, 1 h; active compounds read low; activity change, negative = inhibition, % at 76.9 µM; 0.13% of 420,000 active; AID 1346378; in the data active = activity change below about -50%; inconclusive = mostly about -30% to -49%;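 also: -100% = wells without enzyme as full effect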
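Compounds are screened against recombinant PI4K2A using PI as substrate and ATP, the latter dispensed at 300 microM. Reactions run one hour at ambient temperature before ADP-Glo detection; full inhibition defined by wells lacking enzyme.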
HP1b chromo inh = HP1-beta chromodomain-methylated histone interaction inhibition; Potency, µM (titrated, usually from 114 µM), for inactives: at the highest dose activity change, negative = inhibition, most hits filed as inhibitors; AlphaScreen HP1-beta / biotin-H3K9me3 peptide binding; AID 540317; 0.56% of 390,000 active; P83916; also: potency is read from the fitted curve at half-maximal effect; nearly all actives have a fitted effect of over 70% in size; inactives centre near 23
Target sequence (P83916 whole entry, looked up): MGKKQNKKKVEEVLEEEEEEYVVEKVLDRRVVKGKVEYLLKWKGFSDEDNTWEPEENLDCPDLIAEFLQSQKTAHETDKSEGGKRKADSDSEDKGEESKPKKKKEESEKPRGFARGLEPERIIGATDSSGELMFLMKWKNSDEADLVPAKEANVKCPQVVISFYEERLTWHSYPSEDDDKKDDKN
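HP1-beta protein (50 nM final) preincubated 30 min at room temperature with biotinylated H3(1-18)K9me3 peptide (50 nM) in PBS pH 7.4, 0.01% Tween-20, then compound added for 30 min. AlphaScreen streptavidin donor/nickel chelate acceptor beads (10 ug/mL final), 30 min dark, luminescence read.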
TrxR1 substrate = rat thioredoxin reductase 1 substrate activity; O89049; purified TrxR1 substrate turnover, NADPH consumption readout; Potency, µM (titrated, usually from 114 µM), for the others: at the top dose activity change, negative = substrate turnover; 0.01% of 390,000 active; AID 588456; also: potency is read from the fitted curve at half-maximal effect; % is scaled to controls: 0 for no effect and ±100 for the full control effect; nearly all actives have a fitted effect of over 50% in size
Target sequence (O89049 whole entry, looked up): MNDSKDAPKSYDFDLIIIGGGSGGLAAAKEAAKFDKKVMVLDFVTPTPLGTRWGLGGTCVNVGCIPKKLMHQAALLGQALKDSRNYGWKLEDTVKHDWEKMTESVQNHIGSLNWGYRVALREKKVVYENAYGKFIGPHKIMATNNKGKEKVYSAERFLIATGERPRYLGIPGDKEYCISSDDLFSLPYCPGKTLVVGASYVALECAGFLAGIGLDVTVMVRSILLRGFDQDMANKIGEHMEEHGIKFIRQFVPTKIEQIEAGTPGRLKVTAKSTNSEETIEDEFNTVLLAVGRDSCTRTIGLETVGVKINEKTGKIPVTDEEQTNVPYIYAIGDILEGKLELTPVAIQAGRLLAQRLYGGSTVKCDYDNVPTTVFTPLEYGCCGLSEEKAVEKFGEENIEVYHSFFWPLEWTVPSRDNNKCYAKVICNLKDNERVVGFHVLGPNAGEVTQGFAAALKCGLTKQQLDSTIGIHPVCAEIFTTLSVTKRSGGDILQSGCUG
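Rat TrxR1, dispensed at 90 nM, was prereduced with 400 uM NADPH (final) for 5 min at ~22 deg C, then incubated with compound 15 min before 400 uM selenite. A first-read NADPH fluorescence drop versus no-compound background flagged substrates.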
Tb PGK inh = blocks T. brucei phosphoglycerate kinase; 0.043% of 380,000 active; P07378; Potency, µM (titrated, usually from 57.5 µM), without a hit: at the highest dose activity change, negative = inhibition, usual class: inhibitors; PGK/GAPDH coupled, Kinase-Glo luminescence, 60 min; also: potency is read from the fitted curve at half-maximal effect; % is scaled to controls: 0 for no effect and ±100 for the full control effect; nearly all actives have a fitted effect of over 60% in size
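Recombinant glycosomal PGK reaction used 1,3-bisphosphoglycerate generated in-well by GAPDH (100nM final) in 100mM TEA pH 7.6, 5mM MgCl2, 0.01% Tween-20. After 60 minutes at room temperature, ATP was read by Kinase-Glo Plus luminescence end-point.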
TrxR1 inh = inhibitors of rat thioredoxin reductase 1; O89049; recombinant rTrxR1, NADPH fluorescence consumption, selenite substrate; Potency, µM (doses to about 114 µM), for inactives: at the top dose activity change, negative = inhibition, actives largely listed as inhibitors; 1% of 390,000 active; also: potency is read from the fitted curve at half-maximal effect; % is scaled to controls: 0 for no effect and ±100 for the full control effect; nearly all actives have a fitted effect of over 65% in size
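Rat TrxR1 (90 nM in the dispensed reagent) was pre-reduced with 400 uM NADPH for 5 min at room temperature, then incubated with compound for 15 min. After 400 uM selenite was added, NADPH fluorescence (Ex 340/Em 450 nm) was followed for 8 min.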
USP1 inh = blocks the human USP1/UAF1 deubiquitinase complex | O94782 | Potency, µM (series often up to 57.1 µM), for the others: at the top dose activity change, negative = inhibition, hits mostly inhibitors | 0.23% of 390,000 active | recombinant USP1/UAF1, Ub-Rhodamine cleavage fluorescence; also: potency is read from the fitted curve at half-maximal effect; % is scaled to controls: 0 for no effect and ±100 for the full control effect; nearly all actives have a fitted effect of over 60% in size; inactives centre near -12
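Step one: compound is pinned into 1nM USP1/UAF1 in HEPES pH 7.8 buffer with TCEP. Step two: 15 min room-temperature incubation. Step three: Ub-Rho (150nM final) starts cleavage, tracked by fluorescence over six one-minute reads.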
GLS inhibitor = blocks human kidney-isoform glutaminase activity | O94925 | GLS enzymatic activity, qHTS titration | Potency, µM (doses to about 45.5 µM), without a hit: at the top dose activity change, negative = inhibition, hits mostly inhibitors | 0.21% of 410,000 active; also: potency is read from the fitted curve at half-maximal effect; % is scaled to controls: 0 for no effect and ±100 for the full control effect
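hKGA; 45 mM KH2PO4 pH 8.2 + 0.02% Tween-20; cpd via pin tool; 1 mM Gln soln; GluOx/HRP/Amplex Red; RT 30 min; fluor. t0 & final.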
Pin1 inh = blocks the human prolyl isomerase Pin1. Pin1 FP peptide displacement, HiFluor488, 10 min. 0.009% of 390,000 active. Potency, µM (top dose mostly 115 µM), without a hit: at the highest dose activity, negative = inhibition, most hits filed as inhibitors. AID 504891; active = well fitted inhibition curve with a large enough effect in the polarisation, with a control signal flat, not every such curve was filed as active; inconclusive = small, poorly fitted or top-dose-only effect, or effect the other way, or a change in a side signal; inactive = no such curve, though single readings can be large or run the other way; the % refers to the polarisation; also: potency is read from the fitted curve at half-maximal effect; % is scaled to controls: 0 for no effect and ±100 for the full control effect
An asterisk follows results filed as active; i = inactive; ? = inconclusive; . = not tested or not shown; & = joins results of further samples; [ ] = remark or other dose. Unless noted, calls follow the shape of the dose curve; as a rule, active = well fitted curve in the direction sought with a large enough effect; inconclusive = small, poorly fitted or top-dose-only effect, or another doubt; inactive = no such curve, though single readings can be large; an effect the other way counts as inactive or inconclusive. Only part of the results is shown; rates above refer to the full screens.

SMILES	IDH1 R132H inh	PI4K2A inh	HP1b chromo inh	TrxR1 substrate	Tb PGK inh	TrxR1 inh	USP1 inh	GLS inhibitor	Pin1 inh
O=C(Cn1nnc(-c2cccs2)n1)NCc1ccccc1	2%	-1	21%	-8%	-1%	-3%	1%	7%	1%
Oc1ccccc1-c1nc(/C=C/c2ccc(F)cc2)nn1-c1ccccc1	-1%	0	56%[activator]	136%[activator]	-2%	17%	-11%	-7%	2%
O=C1CN(C(=O)CNC(=O)c2ccccc2Cl)c2ccccc2N1	4%	-4	15%	8%[57.1 µM]	-3%	23%[57.1 µM]	-9%	3%	-11%
Cc1ccc(S(=O)(=O)c2nc(NN(C)C)sc2Cl)cc1	-3%	2	22%	11%[57.1 µM]	42%[activator]	36%[activator][57.1 µM]	-12%	?	-5%
CCOc1ccc(NC(=O)c2ccc(NC(=O)CCS(=O)(=O)c3cccs3)cc2)cc1	0%	0	29%	-1%	4%	18%	-1%	3%	4%
N#C/C(=C/c1ccc(-c2ccc([N+](=O)[O-])cc2)o1)c1nnc(N2CCOCC2)n1-c1ccccc1	1%	1	11%	-1%	8%	10%	-17%	13%	?
NS(=O)(=O)c1ccc(CCNC(=O)COC(=O)Cc2ccc([N+](=O)[O-])cc2)cc1	7%	-4	20%	0%	i	25%	-15%	-13%	1%
Cc1cccc(NS(=O)(=O)c2ccc(-n3cccn3)cc2)c1C	-11%&-11%	-3&-2	34%&0%	-1%&-12%	-4%&-9%	14%&-4%	-23%&-20%	5%&5%	-3%&7%
Cc1c(C2C(C#N)=C(N)N(c3ccccc3C#N)C3=C2C(=O)CCC3)cnn1C (centres undefined)	-4%	1	28%	-5%	16%	-13%	3%	8%	3%
CC(C)C[C@@H](CSc1ccc(Br)cc1)N1CCN(C)CCC1=O	-6%	-4	22%	-4%	-1%	-6%	?	14%	-6%
Cc1ccc(OCc2cc(C(=O)NC(C)Cc3cccc(C)n3)no2)cn1 (centres undefined)	-12%	4	52%[activator]	0%	i	16%	-13%	3%	?
Cc1cc(N=Nc2ccc(C)c(N=Nc3cc(C)c(N)cc3N)c2)c(N)cc1N	11%	-2	?	-3%&-20%	1%	-10%[57.1 µM]	-22%	6%	-3%
O=C(N/N=C/c1c[nH]c2ccccc12)c1cccc(Cl)c1	-1%	0	21%	-10%	.	8%	-15%	14%	-2%
COc1cccc(CN(C)C(=O)c2cc(-c3ccc(F)cc3)nc3ccccc23)c1	7%	-1	51%[activator]	-3%	-4%	-4%	-5%	1%	-3%
CC(C)CCNC(=O)CCc1nnc2n(CCCOC(C)C)c(=O)c3ccccc3n12	-1%	4	23%	4%[57.1 µM]	-12%	8%[57.1 µM]	-17%	0%	-1%
O=C(COC(=O)C1CCCO1)Nc1cccc(C(F)(F)F)c1 (centres undefined)	14%	-1	18%	1%	2%	13%	8%	-2%	2%
CC(C)c1ccc(NC(=S)N2CCN(C)CC2)cc1	0%	1	72%[activator]	8%	-11%	6%	-9%	10%	1%
Cc1nc2cccnc2n1-c1cccc(C(=O)NCCc2ccc(Cl)cc2)c1	-16%	3	7%	-3%	1%	5%	-7%	2%	-3%
CC1CN(c2ccc(Cl)nn2)CC(C)O1 (centres undefined)	-9%	0	37%[activator]	1%	1%	25%	-30%	-2%	-8%
CCN(CC)C(=O)Cn1cc(S(=O)(=O)CC(=O)Nc2cccc(NC(C)=O)c2)c2ccccc21	6%	-10	.	.	-2%	.	-25%	-8%	.
CN(C)Cc1ccccc1Sc1ccc2c(c1)CCCC2	7%	1	?	10%[57.1 µM]	-2%	23%[11.4 µM]	-5%	0%	-11%
CCOC(=O)C(=Nc1ccccc1)NO	2%	-6	19%	-5%	-3%	-4%	-22%	3%	-3%
CCOC(Cn1ccc(=O)[nH]c1=O)OCC	0%	7	43%[activator]	-9%	i	-4%	-23%	-12%	-10%
CCn1nc(C)c(CN2CCC(n3nccc3NC(=O)c3ccc4c(c3)OCO4)CC2)c1C	-1%	5	27%	4%	0%	12%	-7%	-1%	3%
O=C(N/N=C\c1cc([N+](=O)[O-])ccc1N1CCOCC1)c1ccccn1	3%	8	21%	6%[57.1 µM]	3%	10%[57.1 µM]	-14%	-7%	-4%
N#CC1=C(N)Oc2nc[nH]c(=O)c2C1c1cccs1 (centres undefined)	1%	-4	39%[activator]	10%[57.1 µM]	7%	14%[57.1 µM]	-6%	0%	-8%
Cc1cc(=O)oc2cc(OCC(=O)N3CCCc4ccccc43)ccc12	1%	-3	32%	5%	-8%	0%	-17%	9%	-9%
Cc1cccc(NC(=O)CSc2ccc(-c3sc(-c4ccccc4)nc3C)nn2)c1C	-21%	-2	15%	8%	0%	19%	-8%	-5%	5%
O=C(CSc1nncn1-c1cccnc1)N(c1ccccc1)c1ccccc1	4%	1	10%	-3%[57.1 µM]	-7%	-4%[57.1 µM]	-10%	0%	9%
c1ccc(CCn2c3ccccc3c3nnc(SCc4ccc5nonc5c4)nc32)cc1	7%	11	31%[activator]	0%	8%	3%	-22%	-1%	15%
Cc1ccc(N2C(=O)c3cccc([N+](=O)[O-])c3C2=O)cc1C	3%	3	14%	5%[57.1 µM]	-2%	29%[57.1 µM]	-28%	-18%	0%
CCCN(CCC)C(=O)CC(c1ccccc1)C1CCOC(C)(C)C1 (centres undefined)	11%	-1	54%[activator]	-1%	i	2%	-16%	-3%	-2%
CCC(=O)c1cc2c(C)cc(=O)oc2c(C)c1OC(=O)C(C)C	7%	4	33%	-5%	-7%	-20%	-6%	11%	3%
CC(=O)Oc1cccc(/C=C2\Sc3ccccc3C2=O)c1	0%	5	24%	-10%	-4%	-24%	-14%	1%	27%
CCc1ccc(N(CC(=O)N2CCCC2)S(C)(=O)=O)cc1	-3%	4	.	.	-2%	.	7%	3%	.
N#C/C(=N\Nc1ccc(F)cc1)C(=O)C1CC1	-2%	-9	6%	-3%	-4%	31%	-6%	18%	-3%
CCC(CO)n1c(=S)[nH]c2cc(OC)c(OC)cc2c1=O (centres undefined)	2%	-2	38%	-9%	0%	-14%	-13%	-13%	-1%
Cc1occc1-c1nnc(SCC(=O)Nc2nccs2)n1CCc1ccccc1	3%	-4	-24%	3%	-10%	-4%	-14%	13%	-1%
O=C(CSc1nnc(NC(=O)c2ccco2)s1)NC1CCCCC1	-2%	12	41%[activator]	-8%	1%	1%	-13%	4%	1%
Cn1c(CNC(=O)C2CCC(=O)N(CCc3cccc(F)c3)C2)nc2ccccc21 (centres undefined)	-6%	4	23%	5%	4%	8%	-10%	-3%	-6%

Arranged by number of heavy atoms (lowest first): part of the list above
SMILES	IDH1 R132H inh	PI4K2A inh	HP1b chromo inh	TrxR1 substrate	Tb PGK inh	TrxR1 inh	USP1 inh	GLS inhibitor	Pin1 inh
CCOC(=O)C(=Nc1ccccc1)NO	2%	-6	19%	-5%	-3%	-4%	-22%	3%	-3%
N#C/C(=N\Nc1ccc(F)cc1)C(=O)C1CC1	-2%	-9	6%	-3%	-4%	31%	-6%	18%	-3%
Cc1ccc(N2C(=O)c3cccc([N+](=O)[O-])c3C2=O)cc1C	3%	3	14%	5%[57.1 µM]	-2%	29%[57.1 µM]	-28%	-18%	0%

(more compounds)
SMILES	IDH1 R132H inh	PI4K2A inh	HP1b chromo inh	TrxR1 substrate	Tb PGK inh	TrxR1 inh	USP1 inh	GLS inhibitor	Pin1 inh
CCOC(=O)c1cccc(NC(=O)Cn2c(CC(=O)NC)nc3ccccc32)c1	7%	-4	8%	5%	2%	8%	-19%	15%	17%
Cc1cc(C)c[n+](-c2nc3ccccc3nc2[N-]S(=O)(=O)c2cccs2)c1	0%	-1	25%	-8%	-1%	-12%	-19%	-6%	-15%
Cn1ncc2c(=S)nc(Cl)[nH]c21	11%	-9	-36%	-14%	-5%	7.1µM*	3%	0%	4%
Cc1ccc(Cl)c(OC(=O)c2ccc(N3CCOCC3)c([N+](=O)[O-])c2)c1	6%	0	?	-2%[57.1 µM]	6%	-12%[57.1 µM]	-8%	13%	-1%
COc1cc(Cl)c(C)cc1NC(=O)CSCC#N	5%	-2	46%	1%	-7%	19%	-10%	2%	-1%
C[C@@H]1C=C(C(=O)N2CCN(Cc3ccccc3)CC2)O[C@H](OCc2ccc(CO)cc2)C1	11%	-4	74%[activator]	5%	i	2%	?	1%	2%
Cn1ccc(C(=O)N/N=C/c2c[nH]c3ccccc23)n1	13%	-1	46%[activator]	-1%	-11%	5%	-21%	3%	-5%
O=C(CSc1nc2[nH]ncc2c(=O)[nH]1)Nc1ccccc1	9%	-8	5%	-1%[57.1 µM]	-9%	18%	1%	0%	6%
Cc1cc(C(C)(C)C)cc(C)c1CCNC(=O)c1c(C)noc1C	5%	-1	18%	-2%	-1%	7%	-14%	-6%	-5%
c1ccc(-c2cc3ccccc3[nH]2)cc1	-2%	0	26%	34%[activator]	2%	33%	-21%	17%	1%
Cc1c(/C=N/NC(=O)C2(O)c3ccccc3-c3ccccc32)cnn1C	-1%	3	35%	-12%	i	-17%	-4%	-9%	3%
CCc1nc2sc(C#N)c(N)c2c2c1CCCC2	-1%	0	55%[activator]	22%	-4%	16%	-26%	-7%	17%
COCC(=O)N(Cc1cc2cccc(C)c2[nH]c1=O)c1ccccc1	-9%	-3	11%	9%	0%	23%	-21%	1%	-13%
COc1cc(-c2n[nH]c(=S)n2C(C)c2ccccc2)cc(OC)c1OC (centres undefined)	9%	-24	32%	7%	-8%	-10%	-22%	6%	-2%

Assay outcomes: PubChem BioAssay, National Center for Advancing Translational Sciences (NCATS)
